# Myeloid diff MLP – promotes myeloid progenitor differentiation. ER-HoxA9 myeloid progenitors, lysozyme-GFP differentiation, flow cytometry. calls only at 10 µM. 360,000 compounds, 1% hits;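 active means normalized GFP-positive differentiation at or above the plate's own cutoff, the solvent-only control mean plus 3 SD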;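 further: cells exposed to compound for four days before flow analysis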
# T cell HTS – T cell immune modulation candidate. 2C CD8+ T cell-vesicle binding, flow cytometry; stronger effect = lower value. 330,000 compounds, 0.068% hits. calls only at 7 µM;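 active means response, share of CD8 T cells binding vesicles, and their 90th percentile fluorescence all below set limits, cut at about 80% in these data, passing the limit was not always enough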
#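 Test system: purified 2C TCR transgenic mouse naive CD8+ T cells. Probe or stimulus: QL9-peptide-loaded Drosophila micro-vesicles bearing Ld, ICAM-1 and B7-1. Incubation: binding step 1.5 h, 37 °C, antibody labelling 20 min, ice. Measured by: flow cytometry of vesicle-bound cells.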
# T cell HTS vesicle-bound % – recorded beside T cell HTS, whose call it bears; double positive events, %; measured here: CD8+ vesicle-bound cell fraction;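 binding gate set so that unloaded-vesicle control wells show 10% double positive cells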
# Myeloid diff MLP GFP+ MAC1+ % – also measured in Myeloid diff MLP; calls as there; GFP+ MAC1+ double positive, %; measured here: differentiation confirmed by MAC1 staining
# An asterisk follows results filed as active; i = inactive; + = active, no number. Only part of the results is shown. The share of hits here may be higher or lower than overall.
SMILES,Myeloid diff MLP,Myeloid diff MLP GFP+ MAC1+ %,T cell HTS,T cell HTS vesicle-bound %
COc1ccc(CC(=O)NCCCCc2ccccc2)cc1OC,i,0.6,i,43
COc1ccc(NC(=O)Nc2ccc3c(c2)C(=O)N([C@H](C)CO)C[C@H](C)[C@@H](CN(C)C(=O)NC(C)C)O3)cc1,i,1.9,i,44
COc1ccc(CNC(=O)C(=O)N2CCC3(CC2)OCCN3S(=O)(=O)c2ccc(C)cc2)cc1,i,0.3,i,40
O=C(COC(=O)COc1ccccc1)NCCC1=CCCCC1,i,0.4,i,35
Cc1cccc(NC(=O)COC(=O)Cc2cccs2)c1C,i,1.1,i,20
CC(C)=C[C@@H]1C[C@H](C)[C@H]2CC[C@H](C)c3c(O[C@@H]4O[C@@H](C)[C@@H](O)[C@@H](O)[C@@H]4O)c(O)c(C)c1c32,i,4.1,i,34
Cc1ccc(C(=O)Nc2scc(-c3ccccc3)c2C(=O)O)cc1,i,1.0,i,34
Cn1cnnc1SCC(=O)Nc1ccc(N2CCCCC2)cc1,i,1.1,i,32
COc1cc(C(C)=O)ccc1OCC(=O)NCC(c1ccc(F)cc1)N1CCOCC1 (configuration not stated),i,0.8,i,20
Cc1nnc2ccc(-c3ccc(NS(=O)(=O)c4ccccc4F)cc3)nn12,i,0.0,i,28
C/C(=N\NC(=O)C1CC1)c1ccc(C)cc1C,i,0.3,i,41
CC(OC(=O)CN1C(=O)c2ccccc2C1=O)C(=O)c1ccccc1 (configuration not stated),i,1.0,i,40

# Arranged by the number under Myeloid diff MLP GFP+ MAC1+ % (highest first): five of the compounds above
compound	Myeloid diff MLP GFP+ MAC1+ %	T cell HTS	T cell HTS vesicle-bound %
COc1ccc(NC(=O)Nc2ccc3c(c2)C(=O)N([C@H](C)CO)C[C@H](C)[C@@H](CN(C)C(=O)NC(C)C)O3)cc1	1.9	i	44
Cc1ccc(C(=O)Nc2scc(-c3ccccc3)c2C(=O)O)cc1	1.0	i	34
COc1cc(C(C)=O)ccc1OCC(=O)NCC(c1ccc(F)cc1)N1CCOCC1 (configuration not stated)	0.8	i	20
COc1ccc(CC(=O)NCCCCc2ccccc2)cc1OC	0.6	i	43
O=C(COC(=O)COc1ccccc1)NCCC1=CCCCC1	0.4	i	35

# The results go on:
SMILES,Myeloid diff MLP,Myeloid diff MLP GFP+ MAC1+ %,T cell HTS,T cell HTS vesicle-bound %
O=C1CC(NS(=O)(=O)c2ccc([N+](=O)[O-])cc2)CN1c1ccc(Cl)cc1 (configuration not stated),i,1.9,i,55
CN(C)S(=O)(=O)c1cccc(NC(=O)COC(=O)[C@H](Cc2ccccc2)NC(=O)c2ccco2)c1,i,0.8,i,25
COc1ccccc1NC(=O)COc1cccnc1[N+](=O)[O-],i,0.4,i,43
CCN(c1ccc(NC(=O)CSCc2c(C)noc2C)cc1)C(C)C,i,0.3,i,33
Cc1ccsc1CN(C)CC(=O)NCC(=O)Nc1ccc(F)cc1,i,0.4,i,45
COc1ccc(CNC(=O)COC(=O)c2ccc(Br)c(S(=O)(=O)N3CCOCC3)c2)cc1,i,0.3,i,30
CC1CCCCC12NC(=O)N(CC(=O)OCC(=O)NC(=O)c1ccccc1)C2=O (configuration not stated),i,0.3,i,23
CCNc1nc(NCC)n2c(SCC(=O)Nc3ccc(OC)c(OC)c3)nnc2n1,i,0.9,i,49
Cc1cc(C)c(C#N)c(N2CCN(C(=O)C3COc4ccccc4O3)CC2)n1 (configuration not stated),i,0.9,i,27
O=S(=O)(c1ccc(F)cc1)N1CCCC(c2nc(-c3ccc(F)cc3)no2)C1 (configuration not stated),i,0.7,i,20
Nc1cc(C(=O)OCC(=O)N2CCC(Cc3ccccc3)CC2)ccc1Cl,i,0.5,i,33
CCOc1ccc(OCCCC(=O)N(C)CC(=O)Nc2ccc(N3CCOCC3)cc2)cc1,i,0.8,i,10

# Overlap with the part before: five compounds, then new ones.
SMILES,Myeloid diff MLP,Myeloid diff MLP GFP+ MAC1+ %,T cell HTS,T cell HTS vesicle-bound %
CCNc1nc(NCC)n2c(SCC(=O)Nc3ccc(OC)c(OC)c3)nnc2n1,i,0.9,i,49
Cc1cc(C)c(C#N)c(N2CCN(C(=O)C3COc4ccccc4O3)CC2)n1 (configuration not stated),i,0.9,i,27
O=S(=O)(c1ccc(F)cc1)N1CCCC(c2nc(-c3ccc(F)cc3)no2)C1 (configuration not stated),i,0.7,i,20
Nc1cc(C(=O)OCC(=O)N2CCC(Cc3ccccc3)CC2)ccc1Cl,i,0.5,i,33
CCOc1ccc(OCCCC(=O)N(C)CC(=O)Nc2ccc(N3CCOCC3)cc2)cc1,i,0.8,i,10
CSCCC(NC(=O)c1ccco1)C(=O)NCC(c1ccccc1)N(C)C (configuration not stated),i,0.4,i,38
Cc1cc(C)c(S(=O)(=O)Nc2ccc(C(=O)O)cc2)cc1S(=O)(=O)Nc1ccc(C(=O)O)cc1,i,0.2,i,42
CCOc1ccc(C(=O)NCC(=O)N2CCCCCCC2)cc1,i,0.6,i,45
c1ccc(C[C@H]2CN=C(Nc3ccccc3)N2CC2CCC2)cc1,i,0.7,i,40
CCOc1ccc(NC(=O)COC(=O)c2ccc(S(=O)(=O)N3CCOCC3)cc2)cc1,i,0.6,i,29
COc1ccc(NS(=O)(=O)c2cc(NC(=O)Cc3c(F)cccc3Cl)ccc2OC)cc1,i,0.3,i,24
Cc1ccc(SCC(=O)NNC(=O)c2cncc(Br)c2)cc1,i,1.0,i,52
O=C(Nc1ccc(O)cc1C(=O)O)c1ccc(NC(=O)c2ccco2)cc1,i,0.5,i,13
CC(=O)N1CCN(c2ccc(NCc3ccc(-c4cccc(Cl)c4)o3)cc2)CC1,i,1.4,i,4
Cn1nnnc1SCC(=O)Nc1cccc(S(=O)(=O)N2CCCCC2)c1,i,0.7,i,28
COc1ccccc1CNC(=O)COC(=O)CCN=C1NS(=O)(=O)c2ccccc21,i,0.4,i,58
O=C(Nc1ccncc1)c1cc(-c2cccc(Br)c2)nc2ccccc12,i,1.5,i,40
CCCCCCSc1ccc(-c2nc3ccc(Cl)cn3c2NC2CCCCC2)cc1,+,2.4*,i,6
COc1cccc(C(=O)OCC(=O)Nc2nnc(-c3ccccc3)o2)c1,i,1.0,i,49
CCc1ccc([C@@H]2CC=C(C(=O)O)[C@H](c3ccccc3)N2S(=O)(=O)c2ccc(C)cc2)cc1,i,1.9,i,27
C[C@]12c3[nH]c4ccccc4c3CCN1C(=O)C(CC(=O)NCC13CC4CC(CC(C4)C1)C3)C[C@@H]2C(=O)N1CCCCC1 (some centres not stated),i,0.9,i,12
COC(=O)/C=C/C1=CN(Cc2ccccc2)CCC1=O,i,1.6,i,48
Cc1ccccc1C(=O)N1CCC(C(=O)N(CC(C)C)c2c(N)n(CC(C)C)c(=O)[nH]c2=O)CC1,i,0.2,i,46
CC(=O)c1c(C)[nH]c(C(=O)OCC(=O)c2c[nH]c3ccccc23)c1C,i,0.6,i,43
COCCN(C(=O)COC(=O)CCC1CCCC1)c1c(N)n(Cc2ccccc2)c(=O)[nH]c1=O,i,0.5,i,44
O=C(CN1C(=O)NC2(CCc3ccccc32)C1=O)NCc1ccccc1Cl (configuration not stated),i,0.7,i,25
Cc1cnc(NC(=O)c2cc(S(=O)(=O)N(C)C)ccc2N2CCCC2)s1,i,0.4,i,32
O=C(CSc1ccccc1)NCC1(N2CCCCC2)CCCCC1,i,1.0,i,30
C[C@H](CO)N1C[C@H](C)[C@@H](CN(C)C(=O)NC2CCCCC2)Oc2ccc(NC(=O)CCC(F)(F)F)cc2C1=O,i,0.3,i,11
COc1ccccc1C(CNC(=O)c1cccc(S(=O)(=O)Nc2ccc(F)cc2)c1)N(C)C (configuration not stated),i,0.6,i,32
COc1cccc(NC(=O)CN(C)C(=O)COc2cc(C)ccc2Cl)c1,i,1.7,i,19
O=C(CNc1cccc(S(=O)(=O)N2CCCCCC2)c1)Nc1cccc([N+](=O)[O-])c1,i,0.6,i,23
Cc1cc(C)c(NC(=O)COC(=O)c2c(C)noc2C)c(Cl)c1,i,0.3,i,28
O=C(NCC1CCCN1S(=O)(=O)c1cccs1)C(=O)Nc1cccc(F)c1 (configuration not stated),i,0.8,i,52
COc1ccccc1-c1sc2ccccc2c1C#CC1(O)CCCCC1,i,1.1,i,55
COc1ccc(NC(=O)CC2SC(N3CCOCC3)=NC2=O)c(OC)c1 (configuration not stated),i,0.6,i,22
O=c1[nH]c(/C=C/c2cccc(Br)c2)nc2ccccc12,i,0.6,i,57
COc1ccc(C(=O)N/N=C/c2ccc(N3CCOCC3)s2)cc1OC,i,1.0,i,24
CCN1C(=O)CC(c2ccccc2)CC1=O,i,0.7,i,16
CC(C)c1ccc(C(=O)NNC(=O)c2n[nH]c(=O)c3ccccc23)cc1,i,1.1,i,39
Nc1c(N(Cc2ccccc2)C(=O)COc2cccc(Cl)c2)c(=O)[nH]c(=O)n1Cc1ccccc1,i,0.5,i,14
CC1(C)CCC/C(=C\c2ccccc2)C1=O,i,1.3,i,16
CCC[C@H]1CCCC/C=C\CCCC(=O)OCCN1C(=O)OC(C)(C)C,i,1.5,i,43
COC(=O)Cc1csc(NC(=O)c2ccc3ncsc3c2)n1,i,0.6,i,43
Cc1ccc(NC(=O)C2CCN(C(=O)OC(C)(C)C)CC2)cc1S(=O)(=O)N1CCCCC1,i,0.7,i,6
Cc1cccc(C(C)C)c1NC(=O)COC(=O)CNS(=O)(=O)c1ccccc1,i,0.6,i,22
Cc1cc(C)n2nc(C(=O)OCC(=O)NC3CCCCC3)nc2n1,i,0.5,i,24
O=C(OCC(=O)N1CCN(c2ccccc2)CC1)c1cc(Br)ccc1Cl,i,1.2,i,5
COc1cccc(C(=O)NN2CCOCC2)c1,i,0.2,i,53
CC(=O)c1cn(C2OC(CO)C3OC(C)(C)OC32)c(=O)n(C)c1=O (configuration not stated),i,0.3,i,25
C[C@H](CO)N1C[C@H](C)[C@@H](CN(C)S(C)(=O)=O)Oc2ccc(NC(=O)C3CC3)cc2C1=O,i,3.6,i,7
CCC1(c2ccccc2)NC(=O)N(C)C1=O (configuration not stated),i,2.0,i,60
CCOc1cc(N2CCOCC2)c(OCC)cc1NC(=O)COC(=O)c1ccc([N+](=O)[O-])o1,i,1.1,i,36
CCCN(C(=O)Cc1coc2cc(OC)ccc12)C1CCS(=O)(=O)C1 (configuration not stated),i,0.5,i,50
O=S(=O)(Nc1ccc(-c2ccc(N3CCOCC3)nn2)cc1)c1ccc(Cl)c(Cl)c1,i,1.6,i,42
CC(Sc1nn(-c2ccc(Cl)cc2)c(=S)s1)C(=O)NCC1CCCO1 (configuration not stated),i,0.3,i,48
CC(=O)[C@H]1CC[C@H]2[C@@H]3C=CC4=CC(=O)CC[C@@]4(C)[C@@H]3CC[C@]12C,i,2.1,i,66
CC(=O)N1CCN(C(=O)CCNS(=O)(=O)c2ccc(Br)cc2)CC1,i,0.5,i,39
Cc1noc(C)c1C(=O)Nc1ccc(S(=O)(=O)N2CCC(C)CC2)cc1,i,0.5,i,42
Cc1c(NC(=O)COC(=O)c2ncc(Cl)c(Cl)c2Cl)c(=O)n(-c2ccccc2)n1C,i,0.8,i,29
COc1ccc(CC(=O)OCC(=O)N2CCN(S(=O)(=O)c3ccc(C)cc3C)CC2)cc1,i,0.9,i,38
Cc1ncn(-c2ccccc2)c1-c1ccccc1,i,1.4,i,22
C[C@H](CO)N1C[C@H](C)[C@H](CN(C)S(=O)(=O)c2cccs2)Oc2ccc(NC(=O)Nc3ccc4c(c3)OCO4)cc2CC1=O,i,0.3,i,8
CC(=O)Nc1ccc(SCC(=O)NC(=O)c2ccccc2Br)cc1,i,0.9,i,34
N#Cc1ccccc1OCC(=O)NCc1ccccc1CN1CCCC1,i,0.6,i,40

# Next section
SMILES,Myeloid diff MLP,Myeloid diff MLP GFP+ MAC1+ %,T cell HTS,T cell HTS vesicle-bound %
CC(C)Cn1c(SCC(=O)N(C)c2c(N)n(Cc3ccccc3)c(=O)[nH]c2=O)nc2ccccc21,i,1.0,i,56
COc1cccc2sc3cc(NCCCN4CCOCC4)ccc3c(=O)c12,i,0.3,i,11
CCOC(=O)c1ccccc1NC(=O)Cc1ccc(OC)c(S(=O)(=O)N2CCOCC2)c1,i,1.1,i,50
CC(C)(O)C1CC[C@@](C)([C@@H]2CC[C@]3(C)[C@H]2[C@H](O)CC2[C@@]4(C)CCC(O)C(C)(C)C4C(OC4OC(CO)C(O)C(O)C4O[C@@H]4OCC(O)C(O)C4O)C[C@]23C)O1 (some centres not stated),i,2.3,i,20
CC(=O)N1c2ccc(F)c(F)c2C[C@H]1C,i,2.4,i,38
O=C(COC(=O)C1CCN(c2ccc(C(F)(F)F)cn2)CC1)NC1CCCCC1,i,0.7,i,25
O=C(NCCS(=O)(=O)N1CCN(c2ccccc2F)CC1)c1ccco1,i,0.8,i,12
O=C1CCN(Cc2ccccc2)S(=O)(=O)c2ccc(F)cc21,i,1.1,i,22
CC(Oc1ccc(F)cc1)C(=O)Oc1ccc(N(C)S(=O)(=O)c2ccccc2)cc1 (configuration not stated),i,0.3,i,55
O=C1c2ccccc2C(=O)N1CCC#Cc1ccc2cc(C3(O)CCCCC3)oc(=O)c2c1,i,0.2,i,36
COc1ccc(-c2cc(C(=O)OCC(=O)NC3CC3)c3ccccc3n2)cc1,i,0.4,i,21
